pAkt inh = blocks phosphorylation of Akt | 360,000 tested, 0.32% active | activity change, % for hits at 50 µM | Neuro2A IGF-stimulated pAkt S473 HTRF, 20 min; stronger effect = lower value | AID 651550; in the data active = activity change below about -80%; inconclusive = mostly about -51% to -80%; note: % is set by controls: 0 for no effect and ±100 for the full control effect
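Neuro2A cells in DMEM with 0.5% FBS, overnight at 37 deg C, given compound at single 50 µM final, then IGF (6 nM final) for 20 min at 37 deg C. Lysed; phospho-Akt Ser473 by HTRF after 24 h, 665/615 ratio.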
CCT chaperon mod = changes cytosolic chaperonin activity; 360,000 tested, 0.3% active; purified chaperonin ATPase assay, HTRF ADP detection, 30 min; activity change, % (concentration not given with the values), hits read low; in the data active = activity change below about -30%; note: % is set by controls: 0 for no effect and ±100 for the full control effect
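TRiC (40 or 20 nM final, by batch activity) in 30 mM Tris pH 7.4, 100 mM KCl, 5 mM MgCl2, 1 mM DTT was treated with compound at 76 uM single dose, then 10 uM ATP, 30 min at 37 °C. ADP was read by HTRF Transcreener.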
Mm-Cpn inhibitor = M. maripaludis TRiC chaperonin inhibition | purified Mm-Cpn ATPase, ADP Transcreener TR-FRET | Potency, µM (doses to about 76.9 µM), for the others: top-dose activity, negative = inhibition, most hits filed as inhibitors | 330,000 tested, 0.031% active; note: potency is the fitted concentration of half-maximal effect; % is set by controls: 0 for no effect and ±100 for the full control effect; nearly all actives have a fitted effect of over 80% in size
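ATPase turnover read by TR-FRET ADP competition (Eu cryptate antibody/ADP-d2, 665/590 nm): 10uM ATP final, 25nM Mm-CPN final, 30 min 37degC after 10-min compound preincubation, pH 7.4 Tris/KCl/MgCl2/DTT buffer.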
EPAC2 ag = activates human EPAC2 exchange factor; AID 720711; Potency, µM (doses to about 154 µM), for the others: at the highest dose activation, actives largely listed as activators; 360,000 tested, 0.079% active; EPAC2 activation, biochemical qHTS; response scale: 100% = 6.5 mM cAMP response; note: potency is the fitted concentration of half-maximal effect; nearly all actives have a fitted effect of over 50% in size
Target sequence (Q8WZA2 whole entry, looked up): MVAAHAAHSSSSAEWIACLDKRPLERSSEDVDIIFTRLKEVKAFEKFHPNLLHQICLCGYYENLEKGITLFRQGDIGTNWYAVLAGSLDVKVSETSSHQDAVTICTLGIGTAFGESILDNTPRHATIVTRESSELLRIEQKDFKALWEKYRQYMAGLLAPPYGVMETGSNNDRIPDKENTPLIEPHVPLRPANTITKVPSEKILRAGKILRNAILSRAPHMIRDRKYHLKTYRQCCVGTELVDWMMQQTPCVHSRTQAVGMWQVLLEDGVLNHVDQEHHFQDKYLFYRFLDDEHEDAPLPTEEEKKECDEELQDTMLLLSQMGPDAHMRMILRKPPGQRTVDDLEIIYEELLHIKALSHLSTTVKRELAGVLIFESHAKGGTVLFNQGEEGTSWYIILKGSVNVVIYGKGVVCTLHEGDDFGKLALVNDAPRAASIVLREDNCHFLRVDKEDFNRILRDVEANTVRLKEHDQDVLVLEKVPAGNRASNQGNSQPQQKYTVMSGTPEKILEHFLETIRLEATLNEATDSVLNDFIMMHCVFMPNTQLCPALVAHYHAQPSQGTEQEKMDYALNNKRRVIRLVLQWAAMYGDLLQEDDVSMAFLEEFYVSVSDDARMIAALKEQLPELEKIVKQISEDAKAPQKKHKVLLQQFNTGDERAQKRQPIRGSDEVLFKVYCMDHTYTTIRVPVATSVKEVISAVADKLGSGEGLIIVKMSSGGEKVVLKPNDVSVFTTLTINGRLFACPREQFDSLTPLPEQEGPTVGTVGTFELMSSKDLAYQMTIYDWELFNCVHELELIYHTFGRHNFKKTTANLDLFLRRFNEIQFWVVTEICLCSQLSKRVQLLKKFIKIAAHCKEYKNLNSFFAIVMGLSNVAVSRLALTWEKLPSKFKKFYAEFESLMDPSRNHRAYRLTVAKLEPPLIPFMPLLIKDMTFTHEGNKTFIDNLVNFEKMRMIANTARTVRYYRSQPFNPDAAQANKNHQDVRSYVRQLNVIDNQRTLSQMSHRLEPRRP
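EPAC2 (100 nM) mixed with Rap1B loaded with BODIPY-GDP (250 nM) plus 50 uM unlabeled GDP; compounds pinned in, 5 min RT, then read every 5 min for 30 min (ex 480, em 540 nm). Normalized to cAMP control.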
A549 viability = kills or reduces viability of A549 cells in Nrf2 counter-screen. A549 ARE-Fluc cells, CellTiter-Fluor viability, 18-24 h. Potency, µM (highest dose often 46 µM), without a hit: at the top dose activity change, negative = cytotoxicity, most hits filed as inhibitors. 390,000 tested, 0.16% active. AID 504648; note: potency is the fitted concentration of half-maximal effect; % is set by controls: 0 for no effect and ±100 for the full control effect
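Cytotoxicity counterscreen: CellTiter-Fluor fluorescence was measured in A549 ARE_Fluc cells after 18-24 h of compound exposure in a concentration series. The subsequent BugLite luminescent read reports ARE-luciferase activity.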
Nrf2 inh = Nrf2 pathway inhibition. A549 ARE-Fluc reporter, luciferase luminescence, 18-24 h. Potency, µM (series often up to 46 µM), for inactives: at the top dose activity change, negative = inhibition, most hits filed as inhibitors. 360,000 tested, 2.1% active; note: potency is the fitted concentration of half-maximal effect; % is set by controls: 0 for no effect and ±100 for the full control effect; nearly all actives have a fitted effect of over 60% in size
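Two sequential reads on A549 ARE_Fluc cells exposed to compound for 18-24 h: a CellTiter-Fluor fluorescence read for viability, then a luciferase luminescence read for Nrf2/ARE activity.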
EPAC2 antag = blocks human EPAC2 exchange factor; 360,000 tested, 0.18% active; Q8WZA2; AID 720708; EPAC2 GEF exchange of Rap1B-BODIPY-GDP, fluorescence; Potency, µM (highest dose often 114 µM), inactives show at the top dose activity, negative = inhibition, actives largely listed as inhibitors; note: potency is the fitted concentration of half-maximal effect; % is set by controls: 0 for no effect and ±100 for the full control effect; nearly all actives have a fitted effect of over 45% in size; many of its hits are not listed in these tables
TGFb SMAD3 inh = inhibitors of TGF-b signaling. 410,000 tested, 1.2% active. Potency, µM (doses to about 46.1 µM), for the others: top-dose activity, negative = inhibition, hits mostly inhibitors. AID 588855. HepG2 CAGA-GFP TGF-b/SMAD3 reporter, GFP fluorescence, 18 h; TGF-beta stimulated, 500 pg/mL final; note: potency is the fitted concentration of half-maximal effect; % is set by controls: 0 for no effect and ±100 for the full control effect; nearly all actives have a fitted effect of over 65% in size
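Inhibition was scored as loss of TGF-beta-induced (500 pg/mL final, 18 hours, 37 degrees C) GFP in HEPG2 cells carrying a CAGA-GFP reporter, in DMEM with 1% FBS. Well GFP was summed per cell; Activity was normalised to unstimulated and stimulated DMSO wells, then concentration-response fitting.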
Nrf2 activator = activators of Nrf2 (ARE) signaling. AREc32 ARE-luciferase reporter (MCF7-derived line), luminescence, 24 h. Potency, µM (highest dose often 46.1 µM), without a hit: top-dose activation, most hits filed as activators. 410,000 tested, 0.31% active; note: potency is the fitted concentration of half-maximal effect; % of control where 0% means no effect; nearly all actives have a fitted effect of over 65% in size
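Nrf2 activation is followed as ARE-luciferase induction in the AREc32 line after one day of compound treatment; luminescence is read with Steady-Glo.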
* = called active by the depositor; i = inactive; ? = inconclusive; / = not tested or not shown; [ ] = another dose, or the depositor's remark. Unless noted, calls come from the whole dose curve; as a rule, active = well fitted curve in the direction sought with a large enough effect; inconclusive = small, poorly fitted or top-dose-only effect, or another doubt; inactive = no such curve, though single readings can be large; an effect the other way counts as inactive or inconclusive. Not all compounds are listed, so the mix of outcomes need not match the whole.

SMILES	pAkt inh	CCT chaperon mod	Mm-Cpn inhibitor	EPAC2 ag	A549 viability	Nrf2 inh	EPAC2 antag	TGFb SMAD3 inh	Nrf2 activator
COc1nc(Nc2ccc([N+](=O)[O-])cc2)nc(NC(C)C)n1	i	-1.0	0%	-8%	1%	-7%	-2%	-2%	3.2%
O=C(Nc1ccc2c(c1)OCCO2)C(c1cc2ccccc2o1)N1CCC(Cc2ccccc2)CC1 (centres undefined)	i	1.4	/	11%	/	/	3%	-23%	3.6%
Cc1ccc2nc(SCC(=O)c3cc(C)n(C)c3C)[nH]c2c1	i	-1.4	2%	-6%	-3%	-1%	-6%	?	3.5%
CC(=O)c1c(C)[nH]c(C(=O)OCC(=O)N2CC(=O)Nc3ccccc32)c1C	i	-4.8	0%	2%	-1%	-1%	7%	-4%	2.6%
O=C(NCC(c1ccco1)N1CCN(c2ccc(F)cc2)CC1)c1ccc2c(c1)OCO2 (centres undefined)	i	-5.1	1%	-6%	-3%	-21%	-2%	5%	0.6%
CCn1c(C)nc2cc(C(=O)NNC(=O)Nc3cccc(Cl)c3)ccc21	i	0.2	-2%	9%	-3%	1%	-11%	1%	-0.5%
O=C(COC(=O)c1cccs1)NC1CCCC1	i	0.7	3%	13%	1%	2%	-9%	20%	0.1%
CCCc1nc2c(C)cc(Br)cn2c1Cc1ccccc1C(F)(F)F	i	-1.0	/	6%	/	/	-27%	?	6.2%
CCCCn1cc(SCC(=O)O)c2ccccc21	i	-1.9	0%	0%	-7%	-15%	13%	4%	-0.2%
C[C@H](CO)N1C[C@H](C)[C@H](CN(C)C(=O)Nc2ccc3c(c2)OCCO3)OCc2cnnn2CCCC1=O	i	-1.1	/	15%	/	/	2%	-3%	4.3%
Cc1cc(C)n(-c2nnc3n2N=C(c2c[nH]c4ccccc24)CS3)n1	i	0.2	-3%	7%	?	-6%	-3%	?	5.3%
C=CCn1c(NS(=O)(=O)c2ccccc2)c(S(=O)(=O)c2ccc(C)cc2)c2nc3ccccc3nc21	i	1.5	?	-7%	-13%	?	?	?	0.0%
CCOC(=O)c1cc(C)sc1NC(=O)c1ccc(Cl)s1	i	0.0	-1%	0%	7%	-6%	-15%	1%	0.3%
COC(=O)c1ccc(NS(=O)(=O)c2c(C)nc3sccn3c2=O)cc1	/	/	/	/	2%	-5%	/	0%	4.1%
CCCCc1nc2ccccc2c(=O)n1NC(=O)c1c(O)c2c(n(CC(C)C)c1=O)CCCC2	i	1.1	-3%	-16%	-1%	1%	-2%	14%	0.3%
Cn1c(NCc2ccco2)nc2c1c(=O)n(Cc1ccc(Br)cc1)c(=O)n2C	/	-4.5	-1%	16%	-1%	?	-1%	-3%	28%
COCCNC(=O)CSc1nc(-c2ccccc2)cs1	i	0.8	0%	15%	3%	?	2%	-8%	2.0%
CS(=O)(=O)N1CCC(C(=O)Nc2ccc(Cl)cc2Cl)CC1	i	-2.4	/	7%	/	/	-5%	-3%	-0.9%
COc1ccc(N2C(=O)C(CC(=O)Nc3ccccc3)N(Cc3ccc(OC)c(OC)c3)C2=O)cc1 (centres undefined)	i	0.2	1%	5%	0%	-3%	0%	-1%	0.7%
CCOC(=O)/C(C(N)=NCCCO)=C(/O)c1ccccc1	i	-3.5	-2%	7%	0%[1.84 µM]	1%	-1%	13%	0.1%
Cc1ccc(C(c2nnnn2C2CCCC2)N2CCc3ccccc32)cc1 (centres undefined)	i	-0.5	-5%	3%	4%	11%	-18%	?	2.4%
COC(=O)c1sc(-c2ccccc2)cc1NC(=O)c1cccc(Cl)c1	/	/	/	/	3%	8%	/	21%	1.0%
Cc1c(Cl)cccc1NC(=O)NCCOCCn1c(=O)oc2ccccc21	/	/	/	/	2%	-26%	/	?	-0.9%
Cc1ccc(-n2c(C)cc(C(=O)CN3CCOCC3)c2C)cc1C	i	-0.7	-19%	0%	-8%	1%	-10%	12%	4.8%
Cc1[nH]nc2c1C1(CCN(C(=O)c3ccccc3)CC1)C(C#N)=C(N)O2	i	0.1	0%	8%	-3%	1%	-1%	-13%	2.9%
COc1ccccc1-n1c(C)cc(/C=C2/C(=N)N3C(=NC2=O)SN=C3S(C)(=O)=O)c1C	i	-1.7	0%	4%	?	?	-18%	-7%	0.5%
COc1ccc(NC(=O)c2ccccc2NC(=O)c2ccco2)cc1	i	-0.9	-2%	6%	-4%	24%	10%	4%	-0.3%
C=CC(=O)Nc1cccc(N(C)c2ccnc(Nc3ccc(N4CCN(C)CC4)cc3)n2)c1	i	-0.7	/	11%	1µM*	?	9%	5µM*	6.0%
CCc1ccccc1NC(=O)c1ccc(OCc2c(C)noc2C)cc1	i	-2.2	1%	2%	-8%	-22%	-9%	18%	0.4%
CCSCc1nnc(SCC(=O)Nc2cc(F)ccc2C)n1C	i	0.3	0%	1%	1%	5%	0%	5%	0.1%

The closing 2 records of the part above open the next one:
SMILES	pAkt inh	CCT chaperon mod	Mm-Cpn inhibitor	EPAC2 ag	A549 viability	Nrf2 inh	EPAC2 antag	TGFb SMAD3 inh	Nrf2 activator
CCc1ccccc1NC(=O)c1ccc(OCc2c(C)noc2C)cc1	i	-2.2	1%	2%	-8%	-22%	-9%	18%	0.4%
CCSCc1nnc(SCC(=O)Nc2cc(F)ccc2C)n1C	i	0.3	0%	1%	1%	5%	0%	5%	0.1%
CCOc1ccccc1NC(=O)c1c(NC(=O)c2ccccc2C)sc2c1CCC(C)C2 (centres undefined)	/	/	/	/	-2%	4%	/	0%	3.2%
Cc1ccc(Nc2ncnc3onc(C)c23)cc1Cl	/	/	/	/	2%	-3%	/	-21%	1.2%
COCCN1C(=O)/C(=C/c2ccc(N3CCCC3)cc2C)SC1=S	i	1.2	-6%	0%	-4%	16%	44%[activator]	19%	-1.5%
CC(C)OCCCn1c(SCC(=O)N2CCc3ccccc32)nc2ccccc2c1=O	i	-6.8	-7%	-13%	-2%	?	-8%	2%	-1.4%
CCC1CCCCN1C(=O)COc1c(Br)cc(Br)c2cccnc12 (centres undefined)	i	-6.3	-14%	-3%	0%	8%	-18%	-4%	1.9%
COc1ccc(CC(=O)N(C)Cc2ccc(OC(F)F)cc2)cc1S(=O)(=O)N1CCOCC1	i	1.4	/	1%	-2%	-30%	5%	-25%	-0.8%
NC(=O)COc1ccc2cc(-c3ccccc3)c(=O)oc2c1	i	0.0	-7%	3%	1%	1%	5%	0%	-0.5%
O=C(/C=C\Nc1ccc(S(=O)(=O)Nc2ncccn2)cc1)c1ccccc1	i	-0.4	1%	0%	-12%	4%	6%	-26%	3.8%
CCOc1cc(/C=N/Nc2cc(C)nc3ccc(C)cc23)ccc1O	i	0.5	-2%	-1%	3%	1%	-20%	-2%	6.1%
CCN(CC)CCNC(=O)CN1C(=O)c2cccnc2Oc2ccc(C)cc21	/	/	/	/	5%	?	/	0%	-0.8%
Cc1ccc(S(=O)(=O)NNc2nnc(C)c(=O)[nH]2)cc1	i	-0.5	1%	6%	4%	-11%	3%	3%	-0.2%
CCCCn1c(SCC(=O)Nc2ccc3c(c2)OCO3)nc2c1c(=O)n(C)c(=O)n2C	/	-4.9	1%	-4%	-7%	/	3%	?	0.6%
Cc1cccc(OCC(=O)N2CCN(S(C)(=O)=O)CC2)c1	i	-0.5	2%	8%	0%	-2%	5%	-2%	-0.4%
CCOC(=O)C1=C[C@@H](C(C)(C)C)N(S(=O)(=O)c2ccc(C)cc2)[C@H]1c1ccccc1Cl	i	-1.8	/	2%	/	/	-10%	?	1.0%

Structural class, the entries above containing two or more sulfur atoms.
SMILES	pAkt inh	CCT chaperon mod	Mm-Cpn inhibitor	EPAC2 ag	A549 viability	Nrf2 inh	EPAC2 antag	TGFb SMAD3 inh	Nrf2 activator
C=CCn1c(NS(=O)(=O)c2ccccc2)c(S(=O)(=O)c2ccc(C)cc2)c2nc3ccccc3nc21	i	1.5	?	-7%	-13%	?	?	?	0.0%
CCOC(=O)c1cc(C)sc1NC(=O)c1ccc(Cl)s1	i	0.0	-1%	0%	7%	-6%	-15%	1%	0.3%
COC(=O)c1ccc(NS(=O)(=O)c2c(C)nc3sccn3c2=O)cc1	/	/	/	/	2%	-5%	/	0%	4.1%
COCCNC(=O)CSc1nc(-c2ccccc2)cs1	i	0.8	0%	15%	3%	?	2%	-8%	2.0%
COc1ccccc1-n1c(C)cc(/C=C2/C(=N)N3C(=NC2=O)SN=C3S(C)(=O)=O)c1C	i	-1.7	0%	4%	?	?	-18%	-7%	0.5%
CCSCc1nnc(SCC(=O)Nc2cc(F)ccc2C)n1C	i	0.3	0%	1%	1%	5%	0%	5%	0.1%
COCCN1C(=O)/C(=C/c2ccc(N3CCCC3)cc2C)SC1=S	i	1.2	-6%	0%	-4%	16%	44%[activator]	19%	-1.5%
